BCR signal inh – blocks chronic active B-cell receptor signaling; ABC-DLBCL IkBa-CBG/CBR reporter, luminescence ratio, 4 h; Potency, µM (highest dose often 46.1 µM), for the others: top-dose ratio change, negative = lower green/red ratio, usual class: inhibitors; 340,000 tested, 0.05% active; active means well fitted inhibition curve with a large enough effect in the signal ratio, with a control signal flat, not every such curve was filed as active; inconclusive means small, poorly fitted or top-dose-only effect, or effect the other way, or a change in a side signal; the % refers to the signal ratio;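 further: potency means the concentration at half of the fitted maximal effect; plate controls were basal doxycycline-induced cells for no effect and cells given 10 µM MG132 for full effect; MG132 reads +100%, hits lower the ratio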
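Cell line TMD8 (human ABC DLBCL), stably expressing tet-inducible CBG68-IkBa fusion and CBR; IMDM/0.5% FBS; cpd up to 46 uM; dox induction, 4 h, 37C/5% CO2; dual luminescence; green/red ratio; MG132 control.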
TSHR antag – blocks TSH signaling through the human TSH receptor; AID 504810; activity change, negative = inhibition, % at 11.5 µM; P16473; 330,000 tested, 0.2% active; TSHR-expressing cells, TSH-stimulated cAMP HTRF, 2 h; active compounds read low;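 active means activity change below a set negative limit, meaning inhibition stronger than a set level, cut at about -70% in these data; inconclusive means activity change between two set negative limits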; further: on the % scale 0 is the no-effect control and ±100 the full control effect
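Cell-based HTRF cAMP assay; TSHR cells + compound, TSH EC80 (4nM final), 2 h, 37 deg C. Lysis with anti-cAMP cryptate and cAMP-d2, 30 min RT, read 665/620 nm.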
hERG WT inh – KCNH2 (human, wildtype) channel inhibition; 340,000 tested, 0.37% active; activity change, % at 1.84 µM; U2OS, BacMam KCNH2, thallium flux FluxOr; active compounds read low;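 active means maximum activity change below -70%; inconclusive means maximum activity change between -70% and -50%; inactive means maximum activity change above -50%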; further: on the % scale 0 is the no-effect control and ±100 the full control effect
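U2OS cells transduced with wild-type KCNH2 virus are loaded with FluxOr dye for 45 min, and thallium flux is measured in kinetic reads before and after stimulation buffer. Rate constants are normalized to DMSO controls.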
MBNL1-CUG inh – inhibitors of human MBNL1 binding to CUG repeat RNA; TR-FRET MBNL1-His/biotin-(CUG)12 binding, 665/545 ratio; Potency, µM (highest dose often 57.5 µM), for the others: at the highest dose activity change, negative = inhibition, usual class: inhibitors; 280,000 tested, 0.036% active; active means well fitted inhibition curve with a large enough effect in the signal ratio, with a control signal flat, not every such curve was filed as active; inconclusive means small, poorly fitted or top-dose-only effect, or effect the other way, or a change in a side signal; inactive means no such curve, though single readings can be large or run the other way; the % refers to the signal ratio; further: potency means the concentration at half of the fitted maximal effect; on the % scale 0 is the no-effect control and ±100 the full control effect
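His-tagged MBNL1 binding to biotinylated (CUG)12 RNA was measured by TR-FRET using terbium anti-His antibody (0.055 ng/ul final) and streptavidin-XL665 (5 nM final). Compounds were titrated 92 nM to 58 uM; 60 min at room temperature.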
PKM2 act – activators of human pyruvate kinase M2; AID 1631; purified PKM2, Kinase-Glo ATP luminescence, activation; response scale: 0% is enzyme alone, no compound; 260,000 tested, 0.34% active; Potency, µM (highest dose often 57.5 µM), inactives show at the highest dose activation, most hits filed as activators; P14618; further: potency means the concentration at half of the fitted maximal effect; on the % scale 0 is the no-effect control and ±100 the full control effect; nearly all actives have a fitted effect of over 55% in size
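Purified hPK-M2 (>95% pure) converted ADP (0.1 mM final) to ATP with 0.5 mM PEP in 50 mM imidazole pH7.2, KCl, MgCl2, Tween 20, BSA; 1 h at room temperature. ATP detected by Kinase-Glo luminescence.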
USP2a block – inhibitors of human ubiquitin-specific protease USP2a; Potency, µM (series often up to 38.3 µM), inactives show top-dose activity change, negative = inhibition, usual class: inhibitors; USP2 core, Ub-CHOP2 coupled fluorogenic reporter, 485/531; AID 463254; O75604; 330,000 tested, 0.01% active;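 further: potency means the concentration at half of the fitted maximal effect; plate controls were DMSO wells for no effect and full inhibition by NEM control for full effect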
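Cell-free coupled assay: 10nM USP2 core preincubated 30min RT with compound in Tris-HCl pH 8.0/CaCl2/CHAPS buffer, then 25nM Ub-CHOP2 and 25nM reporter substrate; fluorescence (Ex 485/Em 531) read after 60min RT, normalized to NEM inhibition, concentration-response curves fitted.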
Mito fusion yeast – blocks mitochondrial division or promotes mitochondrial fusion; S. cerevisiae fusion-defective mutant growth rescue, CellTiterGlo 48 h; Potency, µM (series often up to 46.1 µM), inactives show at the top dose growth rescue (activation), usual class: activators; 320,000 tested, 0.23% active;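 further: potency means the concentration at half of the fitted maximal effect; % of control where 0% means no effect; nearly all actives have a fitted effect of over 45% in size; temperature-sensitive fusion mutants such as fzo1-1 at 37 °C on non-fermentable ethanol glycerol medium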
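Read-out: ATP-based luminescence (CellTiterGlo, 10 min ambient) reporting growth of fusion-defective ts yeast after 48 hours at 37C on glycerol/ethanol YPEG medium in the presence of compound.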
S-ASM inh – human S-ASM enzyme inhibition. Potency, µM (series often up to 57.5 µM), inactives show at the top dose activity change, negative = inhibition, usual class: inhibitors. placental ASM, HMU-PC fluorogenic substrate, 60 min. 340,000 tested, 0.006% active. AID 504937; further: potency means the concentration at half of the fitted maximal effect
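Human placenta-derived ASM enzyme was preincubated with compound for 10 minutes at room temperature, then given fluorogenic substrate HMU-PC0 (9 uM final) for 60 minutes at 37 °C; a pH 10 stop preceded fluorescence reading at Ex 386/Em 447 nm.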
GALK inh – inhibitors of human galactokinase; P51570; AID 1868; Potency, µM (highest dose often 57.5 µM), for inactives: at the top dose activity change, negative = inhibition, most hits filed as inhibitors; 270,000 tested, 0.007% active; Purified GALK, Kinase-Glo residual ATP luminescence; further: potency means the concentration at half of the fitted maximal effect; on the % scale 0 is the no-effect control and ±100 the full control effect
Target sequence (P51570 whole entry, looked up): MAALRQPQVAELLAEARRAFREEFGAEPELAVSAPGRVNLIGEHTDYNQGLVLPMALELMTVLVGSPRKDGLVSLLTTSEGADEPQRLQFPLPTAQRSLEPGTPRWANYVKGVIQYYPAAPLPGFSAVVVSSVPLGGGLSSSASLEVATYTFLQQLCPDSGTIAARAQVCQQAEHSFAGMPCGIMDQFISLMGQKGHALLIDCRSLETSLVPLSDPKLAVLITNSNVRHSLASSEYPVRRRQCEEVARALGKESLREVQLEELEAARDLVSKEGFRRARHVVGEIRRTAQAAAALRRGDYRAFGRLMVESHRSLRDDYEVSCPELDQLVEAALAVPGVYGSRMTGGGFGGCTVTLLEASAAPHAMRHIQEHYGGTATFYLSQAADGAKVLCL
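Luminescence from leftover ATP (Ultra-Glo luciferase/luciferin) served as read-out after a 1 h room-temperature reaction of 5 nM GALK with 35 uM ATP and 100 uM galactose.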
Eya2 inh – Eya2 (human) phosphatase inhibition; Potency, µM (doses to about 76.9 µM), without a hit: at the top dose activity, negative = inhibition, actives largely listed as inhibitors; O00167; 330,000 tested, 0.006% active; AID 488837; recombinant Eya2, OMFP fluorescence dephosphorylation (OMFP is methylfluorescein phosphate); further: potency means the concentration at half of the fitted maximal effect; on the % scale 0 is the no-effect control and ±100 the full control effect
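Eya2 protein (added as 0.2 uM solution) was preincubated with compound for 10 min at ambient temperature in 50 mM HEPES pH 7.5, 50 mM NaCl, 5 uM MgCl2, 0.05% BSA, 1 mM DTT. OMFP (added at 50 uM) then reacted 10 min; fluorescence read at 485/525 nm.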
Menin-MLL TR inh – menin-MLL binding inhibition, Texas Red mutant peptide | Potency, µM (series often up to 61.6 µM), for inactives: top-dose FP activity change, negative = inhibition, actives largely listed as inhibitors | 270,000 tested, 0.23% active | Menin + Texas Red MLL mutant peptide, fluorescence polarization; active means well fitted inhibition curve with a large enough effect in the polarisation, with a control signal flat, not every such curve was filed as active; inconclusive means small, poorly fitted or top-dose-only effect, or effect the other way, or a change in a side signal; inactive means no such curve, though single readings can be large or run the other way; the % refers to the polarisation; further: potency means the concentration at half of the fitted maximal effect; % of control where 0% means no effect; many of its hits are not listed in these tables
Target sequence (O00255 whole entry, looked up): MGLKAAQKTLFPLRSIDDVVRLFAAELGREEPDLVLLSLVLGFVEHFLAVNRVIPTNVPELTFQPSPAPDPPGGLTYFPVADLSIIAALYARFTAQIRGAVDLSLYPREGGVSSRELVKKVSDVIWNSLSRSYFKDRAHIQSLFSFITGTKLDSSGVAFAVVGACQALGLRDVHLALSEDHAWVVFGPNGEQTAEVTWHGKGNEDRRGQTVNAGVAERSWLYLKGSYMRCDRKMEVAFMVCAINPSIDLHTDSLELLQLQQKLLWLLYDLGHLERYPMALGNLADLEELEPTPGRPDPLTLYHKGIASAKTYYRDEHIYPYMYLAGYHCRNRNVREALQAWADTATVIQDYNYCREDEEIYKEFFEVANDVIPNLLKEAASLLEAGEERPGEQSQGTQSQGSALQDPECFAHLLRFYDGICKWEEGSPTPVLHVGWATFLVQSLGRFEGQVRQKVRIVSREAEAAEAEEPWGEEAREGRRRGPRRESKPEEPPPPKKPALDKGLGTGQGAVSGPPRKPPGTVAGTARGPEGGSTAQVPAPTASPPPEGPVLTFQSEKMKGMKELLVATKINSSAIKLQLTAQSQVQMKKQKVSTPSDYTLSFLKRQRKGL
Starred values were filed as active, the others as inactive; u = inconclusive; x = no result given; [ ] = remark or other dose. Unless noted, the call rests on the fitted dose curve; in most records, active means well fitted curve in the direction sought with a large enough effect; inconclusive means small, poorly fitted or top-dose-only effect, or another doubt; inactive means no such curve, though single readings can be large; an effect the other way counts as inactive or inconclusive.

SMILES | BCR signal inh | TSHR antag | hERG WT inh | MBNL1-CUG inh | PKM2 act | USP2a block | Mito fusion yeast | S-ASM inh | GALK inh | Eya2 inh | Menin-MLL TR inh
O=C(NC1CCCC1)C(c1ccccc1)N(C(=O)c1csnn1)C1CCCC1 (stereo not drawn) | -1% | 1 | -11 | -7% | x | -2% | 7% | -3% | 3% | -17% | x
COc1ccc2c(c1)sc(N)[n+]2Cc1cc(C)cc2cccnc12 | u | -16 | 16 | -4% | 0% | 2% | -1% | -1% | 0% | -4% | -21%
COc1ccc(/C=N/Nc2nonc2N)cc1 | 7% | 16 | 8 | 16% | 5% | 2% | -4% | -1% | 0% | 12% | 13%
Cn1cc(CNC(=O)/C=C/c2ccc(Cl)cc2)cn1 | u | -4 | -9 | -9%[11.5 µM] | 3% | 1% | -1% | 61% | x | 4% | 1%
COc1ccccc1NS(=O)(=O)c1ccc(C)c(C(=O)NC2=NCCS2)c1 | -16% | 24 | -7 | x | x | 0% | 8% | 7% | x | 1% | x
Cc1ccc(SCC(=O)NCc2ccccc2)cc1 | 6% | -7 | -10 | -4% | -2% | 0% | 1% | -2% | 7% | 3% | 0%
CCCN(C(=O)c1ccc(S(=O)(=O)N2CCCC2)cc1)C1CCS(=O)(=O)C1 (stereo not drawn) | -1% | 12 | -16 | x | x | 1% | -1% | 6% | x | -19% | x
COc1ccc(-c2nc(N/N=C(\C)c3ccc(O)cc3)c3ccccc3n2)cc1 | u | -13 | 0 | x | -8% | 0% | 1% | 0% | 0% | -7% | x
O=C(CCC(=O)N1CCN(S(=O)(=O)c2ccc(Cl)cc2)CC1)Nc1ccc(Cl)cc1Cl | 0% | 3 | x | -8% | 6% | 3% | u | 3% | 0% | -2% | 2%
Cc1ccc(NC(=O)CCNS(=O)(=O)c2cccc3nsnc23)cc1 | u | 10 | 0 | u | 0% | 2% | -3% | -2% | x | 9% | 17%
NC1=NC(=O)/C(=C\c2ccc(-c3ccc(Cl)cc3)o2)S1 | 7% | 1 | -30 | 3% | 0% | 1% | 2% | 102%[activator] | x | 0% | 1%
[N-]=[N+]=NC[C@H](Cc1ccccc1)N1CC[C@@H](NC(=O)OCc2ccccc2)CCC1=O | 9% | -6 | 12 | -7% | 0% | 0% | 2% | 0% | x | -8% | 2%
OC1CCCCC1Sc1nc2ccccc2s1 (stereo not drawn) | u | -8 | -2 | -6% | -2% | 2% | 6% | 2% | 3% | 6% | -6%
CCC(C)(CC(=O)Nc1nccs1)c1ccccc1 (stereo not drawn) | 2% | -8 | -3 | 15% | x | 4% | -10% | 0% | -4% | -25% | 33%[activator]
Cc1cccnc1NC(=S)NC(=O)/C=C/c1ccccc1 | u | -13 | -16 | 3% | 2% | 7% | 4% | 0% | -2% | -16% | 4%
CC(=O)c1cccc(NC(=O)c2cc(-c3ccco3)nc3ccccc23)c1 | -2% | -10 | 3 | 15% | x | 2% | 11% | 71%[activator] | 1% | 5% | u
COc1ccc(C2C(C#N)C(C#N)N3CCCN23)cc1 (stereo not drawn) | -5% | 8 | 0 | 13% | 4% | 1% | -3% | 4% | 0% | -11% | -14%
O=C1NC[C@H](c2ccccc2)N(CCc2cccc(F)c2)C1=O | 3% | 0 | 3 | -12% | -2% | 1% | -3% | 8% | 7% | -4% | x
Cc1ccc(C)c(Oc2coc3cc(O)ccc3c2=O)c1 | 0% | 6 | 1 | -8% | x | 4% | -32% | 93%[activator] | 2% | 4% | 27%
O=C1C(=O)N(CCCn2ccnc2)C(c2cccnc2)/C1=C(/O)c1ccc(F)cc1 (stereo not drawn) | -1% | 7 | -12 | 5% | -2% | 0% | -5% | 3% | 4% | -8% | -14%
O=C(NCCOc1nc(N2CCOCC2)nc(N2CCOCC2)n1)Nc1ccccc1 | -1% | -30 | 4 | -12% | -3% | 3% | 4% | 7% | -1% | 7% | 0%
NC(=O)c1ccc(Oc2ccc3c(c2)CCC3)c([N+](=O)[O-])c1 | u | -9 | -2 | u | 4% | 3% | u | 0% | 15% | u | 11%
CN(c1ccc(C(=O)Nc2cccnc2)cc1)S(C)(=O)=O | 6% | 12 | -5 | -9% | -4% | 2% | -3% | 3% | -1% | -1% | 13%
COc1ccc(C2Nc3ccccc3C(=O)N2Cc2ccco2)cc1COc1ccccc1F (stereo not drawn) | u | -24 | -2 | 11% | -1% | -1% | 11% | 133%[activator] | -3% | -3% | 5%
COc1ccccc1C(=O)Nc1cccc2c1CCCC2 | 0% | 0 | -1 | -8% | -1%[11.5 µM] | 1% | 1% | 2% | -3% | 14% | -2%
O=C(CCCn1c(=O)[nH]c2cc(Cl)ccc2c1=O)N1CCN(c2ccc([N+](=O)[O-])cc2)CC1 | -3% | -4 | u | 0% | -4% | 2% | -1% | -8% | 1% | 9% | -6%
Cn1c(O)c(N=NC(=S)Nc2ccccc2F)c2cc(S(=O)(=O)N3CCOCC3)ccc21 | u | -12 | -2 | 23% | -3% | -4% | 8% | -11% | 1% | -1% | u
COc1ccc(C=NCCCN2CCOCC2)cc1 | u | -8 | 20 | -14% | 0% | 0% | 1% | 4% | -1% | 0% | -22%
CCN(CC(=O)Nc1cccc(S(=O)(=O)N(C)c2ccccc2)c1)Cc1ccccc1 | 5% | -6 | -2 | x | x | -16% | u | 0% | x | -2% | x
Cc1ccc(Oc2nnc(-c3ccccc3)cc2C#N)cc1 | 10% | -6 | 1 | 7% | 1% | -1% | 2% | -10% | 1% | 0% | 4%
CC(NC(=O)c1ccccc1Cl)C1COc2ccccc2O1 (stereo not drawn) | u | -4 | -16 | -15% | -4% | 2% | -1% | 3% | 0% | -2% | -20%
CN(C)S(=O)(=O)c1ccc(C(=O)NCC(=O)Nc2ccc(F)c(F)c2)cc1 | -1% | -1 | -8 | -5% | x | 2% | -2% | -2% | -4% | 12% | 5%
COc1cc(OC)cc(C(=O)NNC(=O)CN2C(=O)NC(C)(c3ccccc3)C2=O)c1 (stereo not drawn) | 9% | 8 | -13 | x | x | 1% | -3% | 1% | x | 19% | x
COc1cc(NC2=Nc3cccc4cccc2c34)cc(OC)c1OC | -9% | 13 | 2 | u | -1% | 0% | 14% | -9% | 1% | 3% | u
C[C@@H]1CC=C[C@H]2[C@H]1C(=O)N(Cc1ccccc1)[C@H]2c1ccc2ccccc2c1 | -8% | 2 | -5 | -5% | -2% | 1% | -51%[inhibitor] | -14% | 2% | -1% | x
O=S1OC(c2ccccc2)c2cc(Cl)ccc21 (stereo not drawn) | u | -10 | 1 | x | x | -1% | -3% | 2% | x | 17% | x
Cn1nnnc1SCC(=O)c1ccco1 | -20% | 13 | 1 | 0% | 8% | 4% | 0% | 0% | 2% | 30%[15.4 µM] | -3%
O=C(CN1C(=O)COc2ccccc21)c1cccc(Cl)c1 | -2% | -5 | 18 | -4% | -2% | 3% | 3% | -2% | 3% | 10% | 8%
CCN1CCN(c2ccc(NC(=O)c3ccc(Cl)c(S(=O)(=O)N4CCCC4)c3)cc2)CC1 | 12% | 4 | 3 | x | x | 1% | -1% | -5% | x | 14% | x
N=C1/C(=C\c2ccc(Br)o2)C(=O)N=C2SC(CC(=O)N3CCCCC3)=NN12 | -3% | -12 | 19 | 9% | -2% | -3% | -9% | -7% | -8% | 7% | u
Cc1ccc(C)c(S(=O)(=O)N2CCN(C(=O)CCC(=O)NCc3ccc(Cl)cc3)CC2)c1 | u | -3 | -8 | x | x | 0% | 6% | -2% | x | 8% | x
CCC(C)Oc1cc(-c2ccnc(Nc3cccc(Cl)c3)n2)ccn1 (stereo not drawn) | u | -3 | -9 | 3% | -2% | -16% | -14% | -19% | 4% | -4% | x
Cc1ccc(-n2nc(C)c3c(-c4cccs4)c(C#N)c(N)nc32)cc1 | 15% | -25 | 0 | u | -3% | -11% | 0% | 29% | 7% | 18% | 5%

Screening data (PubChem BioAssay)

A portion of the library, so the mix of outcomes need not match the whole.
